TbREL1 inh – TbREL1 inhibition, primary screen | TbREL1 RNA ligation, FRET fluorescence | 89,000 tested, 0.49% active | AID 1117264 | inhibition, % at 9.66 µM | P86926;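 active = inhibition above the mean inhibition across all screened compounds plus 3 SD, cut at about 11% in these data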;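 note: 0% = plate median of test wells and 100% = NSC42067 control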
Target sequence (P86926 whole entry, looked up): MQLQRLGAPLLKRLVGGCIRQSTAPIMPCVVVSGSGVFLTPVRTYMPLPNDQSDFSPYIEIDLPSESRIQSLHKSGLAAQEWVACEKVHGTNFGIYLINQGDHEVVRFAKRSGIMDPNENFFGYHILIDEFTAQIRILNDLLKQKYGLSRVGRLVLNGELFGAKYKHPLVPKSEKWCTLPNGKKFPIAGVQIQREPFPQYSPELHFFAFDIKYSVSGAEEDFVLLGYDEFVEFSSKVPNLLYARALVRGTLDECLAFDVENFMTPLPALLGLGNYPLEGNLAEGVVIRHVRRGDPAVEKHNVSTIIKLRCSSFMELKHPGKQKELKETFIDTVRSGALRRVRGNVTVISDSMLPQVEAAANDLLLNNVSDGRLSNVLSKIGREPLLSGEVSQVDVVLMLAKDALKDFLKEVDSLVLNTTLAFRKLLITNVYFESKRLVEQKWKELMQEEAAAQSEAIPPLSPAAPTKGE
Numbers without * were called inactive. Only part of the results is shown; the hit share may differ from the screen's.

SMILES | TbREL1 inh
COc1ccc2c(CC(=O)Nc3ccccc3N3CCOCC3)coc2c1 | 0
Cc1onc(-c2ccccc2)c1-c1n[nH]c(=S)n1-c1ccccc1 | 26*
CN(C)c1ccc(C(=O)NCC(c2cccs2)N2CCOCC2)cc1 (stereo unspecified) | 10
Cc1cc(C)c(Nc2cc(S(=O)(=O)O)c(N)c3c2C(=O)c2ccccc2C3=O)c(C)c1 | -2
CN(CCc1ccccc1)C(=O)CCc1nnc(Cc2ccc3c(c2)OCO3)o1 | -3
CC(/C=N/NC(=O)CNc1n[nH]c(=O)[nH]c1=O)c1ccccc1 (stereo unspecified) | 1
COC(=O)c1ccc(/C=C/c2c(-c3ccsc3)sc3ccccc23)cc1 | 5
CN1CCN(C2=CC(=O)OC23CCCCC3)CC1 | 1
Cc1cc(NC(=O)CSc2nc3c(C)ccc(C)c3cc2C#N)no1 | -4
O=C(CN(c1ccccc1)S(=O)(=O)c1ccccc1[N+](=O)[O-])N1CCCC1 | 4

A few values from the entries so far:
TbREL1 inh, CN1CCN(C2=CC(=O)OC23CCCCC3)CC1 : 1
TbREL1 inh, Cc1cc(C)c(Nc2cc(S(=O)(=O)O)c(N)c3c2C(=O)c2ccccc2C3=O)c(C)c1 : -2

(further entries)
SMILES | TbREL1 inh
CC(C)(C)C1CCC(CN2C(Nc3ccccc3)=NC[C@@H]2Cc2ccccc2)CC1 (stereo partly specified) | 10
COC(=O)c1ccc(/C=N/NS(=O)(=O)c2cc(C)ccc2C)cc1 | 0
Cc1ccc(CSc2nnc(Nc3ccc(C)cc3)s2)cc1 | 3
CSc1ncc(CN2CCN(C3CCCC3)C(CCO)C2)cn1 (stereo unspecified) | -2
c1ccc(Sc2cccc3ccccc23)c(CNC2=NCCN2)c1 | 1
O=C(COc1ccc(C(=O)c2ccccc2)cc1)NC1CCCCCC1 | 1
COc1ccc(Oc2nc(SC)nc3ccsc23)cc1 | 1
Cc1nnc(NC(=O)c2ccc(S(=O)(=O)N3CCCCCC3)cc2)o1 | 5
COc1ccc(O)c(C(=O)C2c3ccccc3C(=O)N2c2ccc(C)cc2)c1 (stereo unspecified) | 0
CCO[C@@H]1OC(C(=O)NC2CC2)=C[C@H](C2CC2)[C@H]1CCCO | 1

Arranged by the number under TbREL1 inh (lowest first): four from the list above.
SMILES | TbREL1 inh
c1ccc(Sc2cccc3ccccc23)c(CNC2=NCCN2)c1 | 1
Cc1ccc(CSc2nnc(Nc3ccc(C)cc3)s2)cc1 | 3
Cc1nnc(NC(=O)c2ccc(S(=O)(=O)N3CCCCCC3)cc2)o1 | 5
CC(C)(C)C1CCC(CN2C(Nc3ccccc3)=NC[C@@H]2Cc2ccccc2)CC1 (stereo partly specified) | 10

The list goes on.
SMILES | TbREL1 inh
COC(=O)c1nnn(CC(=O)NC(=O)Nc2ccccc2F)c1C(=O)OC | 1
COc1ccc(-n2c(=O)cc(N3CCN(Cc4ccccc4)CC3)[nH]c2=O)cc1 | 0
O=c1cc(CO)oc(CN2CCN(Cc3ccccc3)CC2)c1O | -1
COc1cccc(CNC(=O)[C@H]2CCCN2C(=O)[C@H]2CCCN2S(=O)(=O)c2cccc(C)c2)c1 | -5
CC(C)(C)C(=O)NNC(=O)CCCOc1ccc(Cl)cc1Cl | -5
Cc1ccccc1C(=O)NC(=S)Nc1ccc(S(=O)(=O)N(C)c2ccccc2)cc1 | 6
COC(=O)c1ccc2nc3c(cc2c1)[C@@H]1CCN2C(=O)CCC[C@H](C3)[C@H]12 | 2
Cc1ccc(NC(=S)N2C3CCCC2CC(NC(=O)C2CC2)C3)cc1C (stereo unspecified) | -2
O=S(=O)(O)c1cc(O)c2cc(Nc3ccccc3)ccc2c1 | 14*
O=c1oc(CCO)cc2ccc(Br)cc12 | 1

Of the compounds above, five have an aryl methoxy group:
SMILES | TbREL1 inh
COc1ccc2c(CC(=O)Nc3ccccc3N3CCOCC3)coc2c1 | 0
COc1ccc(Oc2nc(SC)nc3ccsc23)cc1 | 1
COc1ccc(O)c(C(=O)C2c3ccccc3C(=O)N2c2ccc(C)cc2)c1 (stereo unspecified) | 0
COc1ccc(-n2c(=O)cc(N3CCN(Cc4ccccc4)CC3)[nH]c2=O)cc1 | 0
COc1cccc(CNC(=O)[C@H]2CCCN2C(=O)[C@H]2CCCN2S(=O)(=O)c2cccc(C)c2)c1 | -5

Remaining list, next part
SMILES | TbREL1 inh
O=C(COC(=O)c1cc(=O)[nH]c2ccccc12)NC(=O)NC1CCCCC1 | 1
CCN(C(=O)CN1CCN(c2ccccc2F)CC1)c1c(N)n(Cc2ccccc2)c(=O)[nH]c1=O | -2
O=C(/C=C/c1cccs1)NCc1cccnc1 | -2
O=C(COC(=O)c1ccc[nH]c1=O)NC1CCCCC1 | 5
CN(Cc1c(F)cccc1Cl)C(=O)c1ccc(COc2ccccc2)cc1 | 0
O=C(NCCN1C(=O)C2C3C=CC(C3)C2C1=O)Nc1ccccc1O (stereo unspecified) | 0
CCSc1nnc(NC(=O)CCNC(=O)c2ccccc2Cl)s1 | 2
CCOC(=O)C1CCN(c2ccc([N+](=O)[O-])c(C(C)=O)c2)CC1 | 4
O=C(CCN1CCCCC1)Nc1ccc(Br)cc1 | 2
Cc1nnc(C)c2c(C)n(Cc3ccc4c(c3)OCO4)c(C)c12 | 0
O=C(Nc1ccccc1N1CCCC1)c1cccc(-c2cc3ccccc3oc2=O)c1 | -1
Cc1nn(-c2ccccc2)cc1/C=N/O | -1
CC(C)Nc1nnc(SC(C)C(=O)Nc2ccc(N3CCOCC3)cc2)s1 (stereo unspecified) | -5
COc1ccc(CNC(=O)C(OC(C)=O)c2ccccn2)cc1 (stereo unspecified) | -1
Cc1cccc(NC(=O)CNC(=O)C(NC(=O)Cc2ccccc2)C(C)C)c1C (stereo unspecified) | -1
O=C(Nc1ccccc1N1CCCC1)c1cc(S(=O)(=O)N2CCOCC2)ccc1Cl | -4
COc1ccccc1C(=O)NCCC(=O)N(C)Cc1cccnc1 | -2
COc1cc(C2Nn3c(nnc3-c3ccccc3OC)S2)ccc1O (stereo unspecified) | 5
O=C(O)C[C@H]1c2cc(C(F)(F)F)ccc2S(=O)(=O)N1C1CCN(Cc2ccccc2)CC1 | -4
Cc1ccn2c(/C=N/OCc3cccc(F)c3)c(-c3ccc(Cl)cc3)nc2c1 | 1
Cc1cccc(NC(=O)CN2C(=O)NC3(CCCC3)C2=O)n1 | -1
N#Cc1ccc(CCc2ccccc2)[nH]c1=O | 1
O=C(COC(=O)c1nsc(Cl)c1Cl)NC1CCCCC1 | -1
CCC(c1nnnn1-c1ccc2c(c1)OCCO2)N1CCN(Cc2c(F)cccc2Cl)CC1 (stereo unspecified) | -4
O=C(CNC(=O)C12CC3CC(CC(C3)C1)C2)N/N=C\c1ccco1 | -2
Oc1ccc2ccccc2c1-c1sc(Nc2ccccc2)n[n+]1-c1ccc(F)cc1 | 4
Cc1ccc(-n2c(SCc3ccc([N+](=O)[O-])cc3)nc3ccccc3c2=O)cc1 | 3
Clc1ccc(Nc2ncn[nH]2)c(Cl)c1 | 8
Cc1cc(C)c(CN2CCN(CCCn3cnc(C(=O)Nc4ccc(C)c(C)c4)n3)CC2)c(C)c1 | -1
O=C(CN1C(=O)NC2(CCCC2)C1=O)N1CCCSC1=Nc1ccccc1 | 0
COCCNC(=O)c1cc2c(-c3ccc(Cl)cc3)nn(C)c2s1 | 2
Cc1ccc(OCCCC(=O)Nc2nc3ccccc3[nH]2)cc1 | 0
Cc1cc(C)c(-c2csc(NC(=O)C3=COCCO3)n2)c(C)c1 | -2
O=c1[nH]c(=S)[nH]c2c1[C@H](CCc1cccc(Cl)c1)O[C@H](C1CC1)C2 | -7
COc1ccc(NS(=O)(=O)c2ccc(NC(=S)NC(=O)c3cccnc3)cc2)nn1 | 5
CC1(C)CC(=O)N(CC(=O)N2CCN(Cc3ccccc3)CC2)c2ccccc2S1(=O)=O | -1
CCc1cccc(CC)c1NC(=O)C(CC)Sc1nc2ccncc2[nH]1 (stereo unspecified) | 1
Cc1cnc(C(=O)Nc2ccccc2-n2cccc2)cn1 | -4
CCOc1cc(S(=O)(=O)NCc2ccc(OC)cc2)c(OCC)cc1-n1cnnn1 | 0
Cc1c(C(=O)NCc2cccnc2)oc2ccc(S(=O)(=O)N3CCCCC3)cc12 | 0
O=C(Nc1cccc(S(=O)(=O)N2CCOCC2)c1)C1CC(=O)N(c2ccc3c(c2)OCCO3)C1 (stereo unspecified) | 0
O=C(CC[C@H]1O[C@@H](n2cnc3c(NC(=O)c4ccccc4)ncnc32)[C@H](O)[C@@H]1O)NCC(F)(F)F | 5
Cc1ccc(-c2nc(CSCC(=O)NCc3cccnc3)c(C)o2)cc1 | -1
COC(=O)COc1coc(CN2CCN(c3cccc(Cl)c3)CC2)cc1=O | -1
O=C(Nc1ccc2nc(-c3cccnc3)[nH]c2c1)C12CC3CC(CC(C3)C1)C2 | 2
CCCn1[nH]cc(SC)c(=O)c1=O | 0
Cc1ccc(OCc2nnc(SCC(N)=O)n2N)cc1 | 2
CCc1cccc(NC(=O)CCCN2C(=O)NC(C)(C)C2=O)c1 | 2
Cc1cc2cc(CN(Cc3ccc4c(c3)OCO4)C(=O)c3cnccn3)c3nnnn3c2cc1C | 0
COc1ccc(-n2cc(C(=O)O)c3ccccc3c2=O)cc1 | 4
The listing continues:
SMILES | TbREL1 inh
O=C(c1cc2c(s1)-c1ccccc1OC2)N1CCN(c2ccccn2)CC1 | 3
O=C(Cn1cnc2ccccc2c1=O)Nc1ccc2c(c1)CCC2 | 1
CCOc1ccc(S(=O)(=O)N(C)c2ccc(OCC(=O)NCc3ccco3)cc2)cc1 | 1
COC(=O)c1c(NC(=O)CSc2nnc(-c3cccnc3)n2Cc2ccco2)sc(C)c1C | -2
c1ccc2c(c1)ncn2CCCOc1ccc2c(c1)CCC2 | 1
O=C(CCc1ccccc1)NCC1OCCc2ccccc21 (stereo unspecified) | 2
CCCS(=O)(=O)NC(=O)C1(C)CCCN(C(=O)c2nc3ccccc3s2)C1 (stereo unspecified) | -2
COc1ccc(C2=NN(c3nc(C(=O)O)cs3)C(O)(C(F)(F)F)C2)c(OC)c1 (stereo unspecified) | 9
CCOC(=O)c1sc(NC(=O)CSc2ncn[nH]2)c(C#N)c1C | -3
N#CCOc1ccccc1CNC[C@H]1O[C@@H](n2cnc(C(N)=O)n2)[C@H](O)[C@@H]1O | 5
COc1ccc(OC)c(/C=N/NC(=O)c2ccc3nc[nH]c3c2)c1 | 6
N#Cc1ccccc1N1CCN(C(=O)C2CCN(c3ncnc4c3sc3cccc(F)c34)CC2)CC1 | 6
Cc1ccc(SCC(=O)OC(C)C(=O)NC2CCCCC2C)c(C)c1 (stereo unspecified) | -4
COc1cc(OC)cc(OC(=O)c2cccc(S(=O)(=O)N3CCN(C)CC3)c2)c1 | -7
O=C(NC1CCSc2ccccc21)c1c(F)cccc1Cl (stereo unspecified) | 0
CCOC(=O)c1[nH]c(C)c(C(=O)OC)c1C | -1
CSc1ccccc1NC(=S)Nc1cccc(C(F)(F)F)c1 | -2
C=CCn1c(SCC(=O)N2CCOCC2)nc2sc(C)c(C)c2c1=O | 1
O=C(Cc1ccccc1)NCC(=O)Nc1cc(Cl)ccc1Cl | -4
Cc1[nH]c(C)c(S(=O)(=O)Nc2cccc(Cl)c2C)c1C(=O)N1CCCC1 | 0
COC(=O)c1ccc(COc2ccc3ccc(=O)oc3c2)o1 | 3
N#CC(=C1CCCC1)c1nc(-c2ccccc2)cs1 | 3
C=CCn1c(SCC(=O)N2N=C(c3ccco3)CC2c2ccco2)nnc1-c1ccncc1 (stereo unspecified) | -3
O=c1c2cc(N3CCOCC3)ccc2[nH]c(=S)n1Cc1ccco1 | 7
O=C(CNc1nnnn1-c1ccccc1)N1CCCC1 | 0
COc1cccc(CC(=O)OCC(=O)NC2(C#N)CCCC2)c1 | 0
O=C(c1cccc(NS(=O)(=O)c2cccc(F)c2)c1)N1CCCC1 | 1
Cc1cc(NC(=O)NC(C(F)(F)F)C(F)(F)F)no1 | 2
COC(=O)c1ccccc1NC(=O)CCCOc1cc(=O)n(C)c2ccccc12 | 1
O=C(CCC(=O)N1CCOCC1)NCc1cccc(C(F)(F)F)c1 | 2
O=C(Nc1cccs1)Nc1c(F)cc(F)cc1Br | 0
Cc1noc(C)c1S(=O)(=O)Nc1ccc(C(=O)O)cc1 | 1
CCOC(=O)Cn1c(=O)cc(C)c2cccc(C)c21 | 11
COC(=O)c1[nH]c(C)c(/C(O)=C2\C(=O)C(=O)N(CCN(C)C)C2c2cccs2)c1C (stereo unspecified) | -2
CCC(CO)Oc1cc(NCc2ccccc2O)c2ncn(C(C)C)c2c1 (stereo unspecified) | -5
COc1cc(/C=N/NC(=O)C(N)=O)cc(OC)c1O | -4
O=C(COC(=O)C1(c2ccccc2)CC1)NNC(=O)c1ccccc1F | 1
O=C(COC(=O)CNC(=O)C1CCCCC1)NCc1ccc(Cl)cc1 | -1
Cn1c(=O)c2c(ncn2CC(=O)OCC(=O)c2ccc(Cl)cc2)n(C)c1=O | -1
Cc1ccccc1-n1c(C)nnc1SCc1cc(=O)oc2ccc3ccccc3c12 | -2
Cc1cc(C(=O)CCl)c(C)n1CCc1ccccc1 | 0
COC(OC)c1ccnc(-c2ccc(OC(C)=O)cc2)n1 | -1
CC(=O)c1ccc(NC(=S)NCCc2ccc(S(N)(=O)=O)cc2)cc1 | -3
COc1ccc(Cl)cc1-c1nc(N)nc(N(C)C)n1 | 3
CCOC(=O)c1sc2nc(C3CC3)cc(-c3ccc(F)cc3)c2c1N | -1
COc1ccc(C2c3sc(=O)[nH]c3SC3C(=O)N(c4ccccc4)C(=O)C32)cc1 (stereo unspecified) | -2
COCCOC(=O)c1c(C)n(C)c2ccc(OC(=O)c3cccs3)cc12 | 0
COc1cc(C=Nn2c(-c3ccccc3F)n[nH]c2=S)ccc1OCc1ccccc1 | -5
Cc1cc(NC(=O)CSc2ccc(-c3ccc4c(c3)OCO4)nn2)no1 | 2
CN(C(=O)c1cccc(NC(=O)Cc2ccc(NC(=O)C3CCN(C(=O)C4CCCC4)CC3)cc2)c1)C1CCCCC1 | -4
Next part
SMILES | TbREL1 inh
Cc1ccnc(Nc2cccnc2)n1 | 0
COC(=O)c1ccc(CSc2nc3ccc(C)cc3[nH]2)o1 | 6
O=C(CSc1nnc2c(n1)[nH]c1ccccc12)Nc1ccc2c(c1)OCO2 | -2
COc1ccc(NC(=O)CSc2c(C)n[nH]c2C)cc1 | 1
CCn1c(-c2ccoc2C)n[nH]c1=S | 2

Bioassay records as filed in PubChem.
